Screening results deposited in PubChem BioAssay by The Scripps Research Institute Molecular Screening Center.
M4 antag: antagonists of human muscarinic M4 receptor (CHRM4); P08173; CHO-hM4 cells, ACh EC80, Fluo-8 calcium fluorescence; inhibition, % at 3 µM; 360,000 tested, 0.73% active; AID 624125;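 active = inhibition above its plate's cutoff, the mean inhibition of sample wells plus 3 SD, cut at about 27% in these data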;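 also: 0% = acetylcholine EC80 with DMSO and 100% = DMSO without agonist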
M5 antag: antagonists of human muscarinic M5 receptor (CHRM5); inhibition, % at 3 µM; P08912; 360,000 tested, 0.59% active; CHO-hM5 cells, Fluo-8 calcium fluorescence, ACh EC80;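 active = inhibition above a per-plate cutoff, the mean of that plate's test compounds plus 3 SD, cut at about 27% in these data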;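 also: 0% = acetylcholine EC80 with DMSO and 100% = DMSO without agonist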
Target sequence (P08912 whole entry, looked up): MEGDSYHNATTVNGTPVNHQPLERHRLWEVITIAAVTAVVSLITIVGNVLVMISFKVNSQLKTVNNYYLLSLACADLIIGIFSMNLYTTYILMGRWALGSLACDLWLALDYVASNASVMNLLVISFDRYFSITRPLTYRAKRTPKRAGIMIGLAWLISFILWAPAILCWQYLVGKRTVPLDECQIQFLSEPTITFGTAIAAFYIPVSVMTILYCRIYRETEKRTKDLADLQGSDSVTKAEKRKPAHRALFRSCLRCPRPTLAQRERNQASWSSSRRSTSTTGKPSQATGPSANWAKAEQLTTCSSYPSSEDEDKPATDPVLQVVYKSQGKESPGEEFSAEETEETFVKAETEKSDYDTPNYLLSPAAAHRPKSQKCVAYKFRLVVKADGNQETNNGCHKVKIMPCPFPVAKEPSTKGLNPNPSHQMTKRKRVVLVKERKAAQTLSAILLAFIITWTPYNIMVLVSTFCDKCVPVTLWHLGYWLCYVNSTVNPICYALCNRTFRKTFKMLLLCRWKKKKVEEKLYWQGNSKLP
TAAR1 ag: agonists of human TAAR1; activation, % at 3 µM; CHO RD-HGA16 TAAR1, Fluo-8 calcium fluorescence; vehicle wells 0%, saturating PEA agonist 100%; 360,000 tested, 0.99% active; Q96RJ0;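 active = activation above the mean activation of all test compounds in the run plus 3 SD, cut at about 38% in these data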
Target sequence (Q96RJ0 whole entry, looked up): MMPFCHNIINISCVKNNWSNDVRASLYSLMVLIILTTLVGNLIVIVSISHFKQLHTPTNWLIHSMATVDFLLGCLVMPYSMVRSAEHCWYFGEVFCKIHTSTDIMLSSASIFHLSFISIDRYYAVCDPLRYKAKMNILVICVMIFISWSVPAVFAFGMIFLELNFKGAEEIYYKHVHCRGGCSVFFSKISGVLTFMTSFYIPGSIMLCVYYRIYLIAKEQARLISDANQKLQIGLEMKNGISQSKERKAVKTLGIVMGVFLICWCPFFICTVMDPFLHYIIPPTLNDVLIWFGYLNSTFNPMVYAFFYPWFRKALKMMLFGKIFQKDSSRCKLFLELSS
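Assay system – CHO-derived RD-HGA16 cells with stable Gα16 and human TAAR1 · Compound dosing – one-point dosing at 3 µM (nominal) · Incubation – 17-24 h seeding, 75 min 37 °C dye, 30 min RT · Measured by – kinetic Fluo-8 calcium fluorescence · Control set – DMSO vehicle as 0%, PEA at EC100 as 100% · Repeats – single well for each compound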
M1 PAM: potentiates human M1 receptor response to acetylcholine; P11229; CHO-K1 hM1, Fluo-8 calcium fluorescence, ACh EC20; 0% = ACh EC20, 100% = maximal ACh; activation, % at 3 µM; 360,000 tested, 0.088% active; in the data active = activation above about 19%, passing the limit was not always enough
M4 ag: CHRM4 agonism in calcium assay; 360,000 tested, 0.14% active; CHO-K1 hM4/Gqi5, Fluo-8 calcium fluorescence; vehicle 0%, full acetylcholine response 100%; activation, % at 3 µM; AID 624127; P08173;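 active = activation above the run mean over all test wells plus 3 SD, cut at about 32% in these data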;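 also: peak over basal fluorescence ratio per well then scaled between controls; 0% = DMSO wells and 100% = acetylcholine at EC100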
M1 antag: blocks human M1 muscarinic receptor. P11229. CHO-K1 hM1, Fluo-8 calcium fluorescence, ACh EC80 antagonist. inhibition, % at 3 µM. 360,000 tested, 1.3% active. AID 588852;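 active = percent inhibition above its own plate's cutoff, namely the mean of that plate's compound wells plus 3 SD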;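 also: peak over basal fluorescence ratio during 140 s after agonist addition; 0% = ACh EC80 plus DMSO and 100% = DMSO alone without agonist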
CHRM5 PAM: potentiates acetylcholine response at human M5 receptor; CHO-K1 hM5, Fluo-8 calcium, ACh EC20 PAM; 0% = ACh EC20, 100% = ACh EC100; activation, % at 3 µM; 360,000 tested, 0.3% active; AID 624038;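 active = activation above the run cutoff, the mean activation of all test compounds plus 3 SD, cut at about 18% in these data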
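Assay system: CHO-K1 hM5 cells / Incubation: Fluo-8 loading 80 min at 37 °C plus 30 min room temperature / Technique: Fluo-8 calcium dye fluorescence, kinetic read / Repeats: single replicate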
CHRM1 agonist: activates human CHRM1 receptor; P11229; CHO-K1 hM1, Fluo-8 calcium fluorescence, agonist mode; 0% DMSO, 100% acetylcholine EC100; activation, % at 3 µM; 360,000 tested, 0.33% active; AID 588814;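 active = activation above the run's mean compound activation plus 3 SD, cut at about 16% in these data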;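 also: peak over basal fluorescence ratio within a 140 s kinetic read after compound addition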
M5 ag: CHRM5 agonism in calcium assay | 360,000 tested, 0.19% active | activation, % at 3 µM | CHO-K1 hM5 cells, Fluo-8 calcium fluorescence; 0% DMSO wells, 100% maximal acetylcholine response | AID 624037 | P08912;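 active = activation above the run's mean over test compounds plus 3 SD, cut at about 23% in these data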;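 also: signal is peak over basal fluorescence ratio across the kinetic read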
* marks the source's active call; other numbers are inactive results; . = no result given. A portion of the library (hit frequency here may not be typical).

Second line of a record – CHRM1 agonist | M1 PAM | M4 antag | M1 antag | M5 ag | M4 ag | TAAR1 ag | CHRM5 PAM | M5 antag
1. Cc1nn(Cc2ccc(F)cc2)c(C)c1NC(=O)c1noc2c1CCCCC2
 : -2 | -3 | 3 | -3 | 2 | 8 | 9 | -5 | 12
2. O=C(COC(=O)c1cc(Cl)nc(Cl)c1)NC1CCCCCC1
 : -3 | 1 | 2 | -2 | 4 | 1 | 1 | 4 | 3
3. O=C(O)c1cnn2c(C(F)F)cc(C3CC3)nc12
 : -3 | -1 | 3 | 4 | 1 | 0 | 5 | -2 | -4
4. CC(C)n1cnc2c(Nc3cccc(Cl)c3)nc(NCCCO)nc21
 : -10 | 2 | 0 | -7 | -6 | 8 | 3 | -3 | 1
5. O=C(Nc1ccc(Cl)c(Cl)c1)Nc1ccccc1NS(=O)(=O)c1cccs1
 : 2 | -6 | 6 | 12 | 4 | 13 | 11 | -19 | 30*
6. C=CCn1c(O)c(C2=c3ccccc3=NC2=O)s/c1=N/c1nccs1
 : -2 | 2 | 10 | 1 | 2 | 0 | 0 | 0 | 1
7. O=C(CCc1nnc(-c2ccccc2)o1)NCc1cc(F)ccc1F
 : -3 | -2 | -4 | 10 | -2 | 2 | 2 | -4 | 13
8. COc1ccc(S(=O)(=O)N2CCOCC2)cc1C(=O)NC1CCCCCC1
 : -4 | -2 | 2 | 3 | 2 | 2 | 2 | 3 | -7
9. CCCCC1=CC2=CC(=O)C(C)(OC(=O)CC)C(=O)C2=CN1Cc1ccc(OC)cc1 (stereo unspecified)
 : -7 | -8 | 6 | 15 | 0 | 1 | -1 | 4 | 3
10. CCOc1cccc(C(=O)Nc2ccc3oc(-c4cccnc4)nc3c2)c1
 : -3 | 1 | 7 | 0 | 5 | 12 | 6 | -5 | 11
11. CC(=O)Nc1ccccc1-c1nc2ccccc2nc1OCC(=O)c1ccc2ccccc2c1
 : -4 | -3 | -6 | 1 | -1 | 10 | 4 | -5 | 0
12. O=C(CNC1CCCCC1)Nc1cccc(C(F)(F)F)c1
 : -2 | 5 | -4 | -5 | 4 | 2 | 13 | 6 | 6
13. NC(=O)[C@H]1CC2(CC(c3cccc(NC(=O)[C@H]4CCC(=O)N4)c3)=NO2)CN1C(=O)c1cc([N+](=O)[O-])cc([N+](=O)[O-])c1 (stereo partly specified)
 : -4 | 4 | 17 | 0 | 2 | 1 | 5 | -5 | 9
14. COc1ccc(-n2nnnc2SCC(=O)Nc2ccc3c(c2)OCCO3)cc1OC
 : -4 | -2 | -9 | 2 | 4 | 0 | 1 | 4 | -2
15. Cc1ccccc1C(=O)Nc1ccnn1C1CCN(Cc2cnn(C(C)C)c2)CC1
 : -3 | -2 | 7 | 5 | -4 | 1 | 2 | -1 | 14

By substructure, those above containing a Cl atom.
Second line of a record – CHRM1 agonist | M1 PAM | M4 antag | M1 antag | M5 ag | M4 ag | TAAR1 ag | CHRM5 PAM | M5 antag
2. O=C(COC(=O)c1cc(Cl)nc(Cl)c1)NC1CCCCCC1
 : -3 | 1 | 2 | -2 | 4 | 1 | 1 | 4 | 3
4. CC(C)n1cnc2c(Nc3cccc(Cl)c3)nc(NCCCO)nc21
 : -10 | 2 | 0 | -7 | -6 | 8 | 3 | -3 | 1
5. O=C(Nc1ccc(Cl)c(Cl)c1)Nc1ccccc1NS(=O)(=O)c1cccs1
 : 2 | -6 | 6 | 12 | 4 | 13 | 11 | -19 | 30*

The main list resumes, starting 2 compounds before the break.
Second line of a record – CHRM1 agonist | M1 PAM | M4 antag | M1 antag | M5 ag | M4 ag | TAAR1 ag | CHRM5 PAM | M5 antag
14. COc1ccc(-n2nnnc2SCC(=O)Nc2ccc3c(c2)OCCO3)cc1OC
 : -4 | -2 | -9 | 2 | 4 | 0 | 1 | 4 | -2
15. Cc1ccccc1C(=O)Nc1ccnn1C1CCN(Cc2cnn(C(C)C)c2)CC1
 : -3 | -2 | 7 | 5 | -4 | 1 | 2 | -1 | 14
16. CCOc1ccc(C(=O)Nc2ncn[nH]2)cc1
 : -2 | 3 | 4 | 3 | -1 | 0 | 0 | 1 | 0
17. CCOC(=O)c1ccc(CNC(=O)c2cc(COc3ccccc3SC)on2)o1
 : -5 | -5 | -7 | -1 | -3 | 5 | 2 | -2 | 12
18. COc1ccc(OCC(=O)NNC(=O)Cc2coc3cc(OC)ccc23)cc1
 : 2 | 8 | 5 | -5 | 1 | -1 | 0 | -4 | 2
19. CC1CCCCN1C(=O)Cn1cc(C#N)c2ccccc21 (stereo unspecified)
 : -3 | 8 | 3 | -15 | -2 | 1 | 9 | -4 | 4
20. c1coc(C2Nc3ccccc3-c3nc4ccccc4n32)c1 (stereo unspecified)
 : -4 | -6 | 6 | 8 | 4 | 13 | 12 | -11 | -1
21. Clc1cccc(Cc2c(-c3ccccc3)nc3ccc(Cl)cn23)c1
 : -6 | -4 | 5 | -20 | -2 | 0 | -1 | 4 | 8
22. c1ccc(-n2cc(CN3CCC(N4CCOCC4)CC3)c(-c3ccc4c(c3)OCO4)n2)cc1
 : -9 | 12 | -8 | -6 | -1 | 3 | 3 | 10 | -19
23. COC(=O)C1=C(C)N(CC2CC2)C(=NCc2cccc(C(F)(F)F)c2)N[C@H]1c1ccccc1
 : -10 | 2 | 8 | 2 | -2 | 6 | . | 1 | 2
24. COc1cccc2c(=O)c3c(cnn3C)n(C)c12
 : -2 | -12 | 11 | 2 | -2 | 0 | 2 | -8 | -4
25. CN1CCC2(CC1)N=C(c1ccc(F)cc1)C(=S)N2C(=O)c1ccccc1
 : -7 | -26 | -1 | 45* | -8 | 2 | 2 | -19 | 40*
26. CCc1c(C)nc2ncnn2c1N1CCCC(C(=O)NCc2cccs2)C1 (stereo unspecified)
 : -15 | 9 | -8 | -2 | -2 | 2 | 4 | 1 | -1
27. Cc1ccc(OCc2nnc(NC(=O)c3ccco3)s2)cc1
 : -1 | 6 | 0 | -8 | -1 | 1 | 7 | 0 | 0
28. O=C(O)c1ccccc1NC(=O)C1CCCO1 (stereo unspecified)
 : -3 | -7 | 18 | 10 | -1 | 2 | -2 | 9 | 5
29. O=C(Nc1ccc2oc(=O)ccc2c1)c1ccccc1[N+](=O)[O-]
 : -4 | 10 | 7 | -10 | -2 | 2 | 7 | 1 | 6
30. CCOc1cc(C)c(C(C)C)cc1S(=O)(=O)NCc1ccccn1
 : -1 | 12 | -3 | -11 | -3 | 1 | 16 | -1 | 0

Looked up above.
CCOc1ccc(C(=O)Nc2ncn[nH]2)cc1 @ M5 antag = 0
O=C(Nc1ccc2oc(=O)ccc2c1)c1ccccc1[N+](=O)[O-] @ CHRM1 agonist = -4
c1coc(C2Nc3ccccc3-c3nc4ccccc4n32)c1 (stereo unspecified) @ M1 PAM = -6
c1ccc(-n2cc(CN3CCC(N4CCOCC4)CC3)c(-c3ccc4c(c3)OCO4)n2)cc1 @ M4 antag = -8
COC(=O)C1=C(C)N(CC2CC2)C(=NCc2cccc(C(F)(F)F)c2)N[C@H]1c1ccccc1 @ M4 ag = 6
CCOC(=O)c1ccc(CNC(=O)c2cc(COc3ccccc3SC)on2)o1 @ M1 PAM = -5

Remaining list, next part:
Second line of a record – CHRM1 agonist | M1 PAM | M4 antag | M1 antag | M5 ag | M4 ag | TAAR1 ag | CHRM5 PAM | M5 antag
31. CC1CCN(c2ccc(C(=O)N3CCOCC3)cc2[N+](=O)[O-])CC1
 : -3 | 2 | 6 | -3 | 0 | 1 | 5 | -3 | 1
32. CCN(CC)S(=O)(=O)c1cccc(NC(=O)COC(=O)c2cncc(Br)c2)c1
 : 2 | -18 | 4 | 25 | 4 | 15 | 8 | 0 | 7
33. COc1cccc(C2/C(=C(/O)c3ccc4c(c3)CC(C)O4)C(=O)C(=O)N2CCCn2ccnc2)c1 (stereo unspecified)
 : -5 | 8 | -9 | -7 | -4 | -1 | 0 | 4 | -3
34. CC1CCCC(NC(=O)CCS(=O)(=O)c2ccc3c(c2)NC(=O)CS3)C1C (stereo unspecified)
 : -3 | -2 | 7 | 12 | -4 | 2 | 1 | 1 | 4
35. Fc1cccc2sc(N3CCOCC3)nc12
 : -4 | 2 | 5 | 3 | -2 | 1 | -1 | 1 | 2
36. O=C(CSc1nnc(CNC(=O)c2ccccc2)o1)NCCc1ccccc1
 : -3 | 5 | -1 | -6 | -7 | 2 | 1 | -1 | 11
37. CC(=O)N(/N=C/c1ccc(C)cc1)c1nc(CCl)cs1
 : -4 | 9 | 3 | -10 | -2 | 0 | 7 | 7 | -7
38. CCN1/C(=C\C(=S)Nc2ccccc2)Sc2ccccc21
 : -8 | -6 | 3 | 8 | 1 | 3 | 0 | -6 | 13
39. CCOC(=O)c1sc(NC(=O)CN2C(=O)NC3(CC(C)CC(C)(C)C3)C2=O)cc1C (stereo unspecified)
 : -5 | 0 | 6 | -1 | -4 | 0 | 0 | -3 | -3
40. C=C1C(=O)N(C)CCC1C(CC)C(=O)OC (stereo unspecified)
 : 1 | 3 | -1 | -7 | 2 | 1 | 1 | -1 | 7
41. CCCN1CCC(=O)N([C@H](COc2ccccc2)CC(C)C)CC1
 : -12 | 4 | 7 | 3 | -6 | 2 | 7 | 5 | 7
42. C=CCn1c(SC/C=C/c2ccccc2)nnc1-c1sc(N)nc1C
 : -4 | 5 | -2 | -14 | -1 | 2 | 6 | 4 | -3
43. Cc1cc(Cl)ccc1-c1nc(NCc2ccccc2)nc2ccsc12
 : -1 | -1 | -20 | -10 | -1 | 1 | 0 | -1 | 0
44. Cc1ccccc1OC/C(O)=C(\C#N)c1nc2ccccc2[nH]1
 : -4 | 4 | 8 | -7 | 0 | 1 | 8 | 0 | 6
45. CCCCN(CC)CCNC(=O)C1CCCN(S(=O)(=O)c2cccc3nsnc23)C1 (stereo unspecified)
 : -6 | -7 | -1 | 6 | -9 | 0 | -1 | 1 | 1
46. CC1CCC(NC(=O)c2cccc(S(=O)(=O)N3CCN(c4ccccc4)CC3)c2)CC1 (stereo unspecified)
 : 0 | -2 | 0 | 1 | 0 | 0 | 0 | -1 | 3
47. O=C(O)c1ccc2c(c1)S(=O)(=O)c1ccccc1C2=O
 : -1 | 11 | 1 | -11 | -5 | 0 | . | 1 | 8
48. COCCn1c(-c2ccsc2)nc2c1c(=O)[nH]c(=O)n2CC(C)C
 : -3 | 8 | 0 | -11 | 0 | 1 | 10 | 3 | -4
49. CC1CCC(NC(=O)CN2C(=O)NC3(CCCCC3C)C2=O)CC1 (stereo unspecified)
 : -5 | 10 | -4 | -10 | -1 | 1 | -1 | 3 | 3
50. O=C(O)CCC(C(=O)O)N1C(=O)C2C3CCC(C3)C2C1=O (stereo unspecified)
 : -1 | -9 | -5 | 18 | 0 | 0 | 1 | -1 | -5
